# SIAE inh: blocks human sialic acid acetylesterase; Q9HAT2; SIAE FP-Rh probe binding, fluorescence polarization; inhibition, % at 9.66 µM; 370,000 compounds, 0.69% hits;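 active = inhibition above a cutoff: mean of compounds within the control limits plus 3 SD of those, cut at about 17% in these data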;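 note: 0% = plate median of compound wells and 100% = probe without SIAE protein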
# rCAG RNA binder: molecules binding r(CAG) RNA repeats. inhibition, % at 3 µM. 370,000 compounds, 1.3% hits. r(CAG) RNA repeat, TO-PRO-1 dye displacement fluorescence. AID 651821;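 active = inhibition above the plate cutoff, the mean of all test compounds on that plate plus 3 SD, cut at about 35% in these data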;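 note: 0% = DMSO alone and 100% = 100 µM mitoxantrone as full dye displacement; higher means more dye released from RNA so lower well fluorescence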
# LEDGF integ inh: blocks HIV-1 LEDGF/p75-dependent DNA integration; TR-FRET IN-LEDGF/p75 DNA integration, Eu/Cy5; inhibition, % at 3.7 µM; 370,000 compounds, 0.64% hits; AID 743269;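 active = inhibition above the screen-wide mean plus 3 SD, cut at about 13% in these data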;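 note: signal is the Cy5 over europium emission ratio at 671 and 618 nm; 0% = plate median of compound wells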
# TCR-CD3 inh: blocks the human TCR-CD3 interaction | 360,000 compounds, 0.37% hits | TAMRA-labeled TCR probe fluorescence, biochemical | inhibition, % at 9.4 µM; in the data active = inhibition above about 19%;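 note: recombinant mutant TCR 2C K166C tagged with TAMRA read by polarization; 0% = receptor in buffer alone and 100% = receptor with positive control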
# PRMT1 inh: PRMT1 (human) inhibition, primary screen. Q99873. inhibition, % at 2.79 µM. 370,000 compounds, 1.3% hits. recombinant PRMT1, activity-based probe fluorescence polarization;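 active = inhibition above about 21% made by adding two undisclosed values, limit read from the data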
# Target sequence (Q99873 whole entry, looked up): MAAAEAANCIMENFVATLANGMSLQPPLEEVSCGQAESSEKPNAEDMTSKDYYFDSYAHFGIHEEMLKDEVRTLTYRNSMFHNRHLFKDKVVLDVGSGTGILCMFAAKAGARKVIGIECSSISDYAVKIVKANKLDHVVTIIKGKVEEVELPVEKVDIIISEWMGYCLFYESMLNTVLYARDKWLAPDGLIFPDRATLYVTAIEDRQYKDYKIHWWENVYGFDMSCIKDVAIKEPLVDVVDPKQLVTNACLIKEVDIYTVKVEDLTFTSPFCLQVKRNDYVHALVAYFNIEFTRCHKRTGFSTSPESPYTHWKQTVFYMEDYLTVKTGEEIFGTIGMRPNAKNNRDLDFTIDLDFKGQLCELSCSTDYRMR
# HTRA1 inh: blocks human HTRA1 serine peptidase | Q92743 | recombinant HTRA1, FP-rhodamine activity-based probe, fluorescence polarization | inhibition, % at 5.96 µM | 340,000 compounds, 0.5% hits; in the data active = inhibition above about 36%;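 note: 0% = enzyme with DMSO and 100% = wells lacking enzyme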
# MBD2 DNA inh: blocks human MBD2 binding to methylated DNA; TR-FRET, MBD2 binding to methylated oligonucleotide; inhibition, % at 4.4 µM; 370,000 compounds, 0.31% hits; in the data active = inhibition above about 13%
# Target sequence (Q9UBB5 whole entry, looked up): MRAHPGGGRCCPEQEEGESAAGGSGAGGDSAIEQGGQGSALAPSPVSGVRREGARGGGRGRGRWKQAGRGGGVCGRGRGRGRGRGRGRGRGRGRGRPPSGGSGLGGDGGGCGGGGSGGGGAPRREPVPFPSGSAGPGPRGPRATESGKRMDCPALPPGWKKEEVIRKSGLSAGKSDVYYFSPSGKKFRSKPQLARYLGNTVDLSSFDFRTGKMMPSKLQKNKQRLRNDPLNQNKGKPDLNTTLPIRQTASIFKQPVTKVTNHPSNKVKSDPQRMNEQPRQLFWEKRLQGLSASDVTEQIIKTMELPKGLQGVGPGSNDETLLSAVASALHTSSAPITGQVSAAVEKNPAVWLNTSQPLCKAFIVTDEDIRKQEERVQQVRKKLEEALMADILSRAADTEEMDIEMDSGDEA
# TDP2 inh: blocks human TDP2 phosphodiesterase activity; O95551; inhibition, % at 12.8 µM; 370,000 compounds, 0.34% hits; AID 720702; recombinant TDP2, T5PNP hydrolysis, p-nitrophenol absorbance 415 nm;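 active = inhibition above the mean of all tested compounds plus 3 SD, set per campaign, cut at about 25% in these data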;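 note: 0% = DMSO with enzyme and 100% = buffer with substrate but no TDP2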
#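 System – recombinant human TDP2 · Quantity – TDP2 enzyme at 120 nM final · Doses – single concentration, 12.8 µM nominal, with 1% DMSO · Incubation – 2 h at 37 °C · Measured by – epi absorbance of p-nitrophenol freed from T5PNP by hydrolysis · Read-out – % inhibition relative to enzyme-containing and enzyme-free wells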
# mABHD4 FP: ABHD4 (mouse) inhibition, primary FP screen; inhibition, % at 8.92 µM; AID 720543; purified mABHD4, FP-Rh probe fluorescence polarization; 370,000 compounds, 0.54% hits;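 active = inhibition exceeding the mean over every tested compound plus 3 SD, cut at about 30% in these data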;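 note: 0% = plate median of compound wells and 100% = S159A mutant with DMSO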
#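 Material: mouse ABHD4 enzyme, wild type; Benchmarks: S159A mutant high control, sample median low control; Buffer or medium: HEPES pH 7.0, NaCl, Pluronic buffer; Signal: fluorescence polarization; Read-out: percent inhibition of probe binding, normalized to plate controls; Timing: pre-incubation 45 min, probe exposure 60 min, at 25 °C; Dosing: 8.92 µM, single dose.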
# GC-B act: GC-B (human) receptor activation. P20594. HEK293-GC-B cells, CNP EC30, cGMP TR-FRET; 0% at EC30 CNP, 100% saturating CNP. activation, % at 10 µM. 370,000 compounds, 0.11% hits. AID 1920062;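 active = activation at 10 µM reaching about 35% in either raw or pattern-adjusted values, limit read from the data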
# * marks the source's active call; other numbers are inactive results; / = not tested or not shown.
# Under each structure – SIAE inh	rCAG RNA binder	LEDGF integ inh	TCR-CD3 inh	PRMT1 inh	HTRA1 inh	MBD2 DNA inh	TDP2 inh	mABHD4 FP	GC-B act
> CCN1C(=O)c2cccc3c(NC(=O)c4cccc(N5C(=O)CCC5=O)c4)ccc1c23
    -3.0	0.4	-0.8	2.4	0.6	-5.7	-10.6	3.5	0.0	2.6
> COc1cc(OC)c(C2=NOC(C(=O)NCc3cccs3)C2)cc1Cl (centres undefined)
    0.4	-7.2	-1.3	-0.7	-0.6	-2.7	7.5	1.1	-2.1	-6.9
> O=C(CCNC(=O)c1ccc(Br)o1)NCc1ccccc1Cl
    0.0	-2.7	-4.2	-1.7	-1.1	-4.7	-0.9	3.3	6.9	2.5
> CC(C)n1c(=O)n(CC(=O)NCC2CCCO2)c(=O)c2c3c(sc21)COC(C)(C)C3 (centres undefined)
    3.9	-6.0	-0.4	6.5	2.5	-0.4	-2.2	8.8	6.3	2.1
> C#CCNC(=O)C[C@H]1C[C@@]2(C(=O)OC)C(=C[C@H](C3CCCC3)O[C@@H]2C)N(Cc2ccccc2)C1=O
    4.8	0.5	1.9	4.5	-4.6	/	0.2	6.5	-4.3	-1.5
> Cc1ccc(/C=N\NC(=O)c2cc([N+](=O)[O-])cc([N+](=O)[O-])c2)o1
    2.5	4.2	0.0	4.8	-0.1	12.5	-0.2	1.8	12.3	1.5
> CCOC(=O)N1CCN(CC(O)COc2ccccc2C(C)(C)C)CC1 (centres undefined)
    -2.5	-5.9	3.7	4.5	-4.3	-4.7	1.1	7.1	2.4	-2.8
> COc1ccc(N2CCN(C(=O)c3ccc(NS(=O)(=O)c4cccc(F)c4)cc3)CC2)cc1
    9.5	14.4	2.5	5.8	1.8	3.3	-0.6	-6.2	-2.4	-5.7
> Cc1cccc(C2=NN(c3ccccc3)[C@H](CO)[C@H]2c2ccc(Cl)cc2)c1
    4.5	9.4	1.4	8.4	1.7	8.1	-4.4	-5.3	-1.5	-4.4
> Brc1ccc(-c2c[n+]3c(n2-c2ccccc2)SCC3)cc1
    4.4	2.6	1.9	-0.9	-4.1	/	-5.1	7.3	1.2	-1.5
> Fc1ccc(C2CC(c3cccs3)=NN2C(=S)Nc2ccccc2)cc1 (centres undefined)
    -2.3	5.6	-3.9	-5.2	0.7	-21.5	-4.9	-3.2	-8.0	-13.9
> O=C(NC1CCCC1)C1CCN(S(=O)(=O)c2ccc3[nH]c(=O)oc3c2)CC1
    3.9	3.7	9.3	/	1.1	/	-1.2	7.5	3.4	11.9
> CCCc1cc(=O)[nH]c(SCC(=O)N2c3ccccc3CC2C)n1 (centres undefined)
    14.7	6.0	0.7	-0.3	0.3	-0.8	-4.4	9.2	4.8	-5.7
> CC(C)(C)c1cccc(N/C(=C\C(=O)c2ccccc2)c2ccccc2)c1
    -0.5	2.1	3.3	6.3	-0.9	/	-5.7	1.6	-9.5	4.7
> COc1ccc(/C=N/NC(=O)c2ccn[nH]2)cc1CSc1ccccn1
    -7.5	1.1	0.4	-1.1	-0.4	-2.2	0.5	-5.8	-0.5	1.7
> COc1ccccc1N1CCN(S(=O)(=O)CCNC(=O)C2CCCC2)CC1
    -8.4	-7.4	0.0	7.0	-1.6	4.4	-0.3	-5.8	0.2	5.7
> CC1CCN(C(=O)c2ccc(NC(=O)C3CCCO3)cc2)CC1 (centres undefined)
    -3.1	-8.2	-1.3	5.5	0.1	12.6	3.1	1.3	1.5	2.6
> CCOc1ccc(Cc2nnc(SCC(=O)Nc3c(C)cccc3C)[nH]c2=O)cc1
    7.3	14.7	-2.8	-8.3	5.5	-6.0	10.9	2.6	3.9	1.8
> Cc1nc2ccccc2nc1NS(=O)(=O)c1ccc(N)cc1
    2.1	4.9	-0.9	-2.8	-4.3	7.7	-5.4	-11.5	1.5	1.0
> COC(=O)c1c(NC(=O)CC2SC(N)=NC2=O)sc2c1CCCC2 (centres undefined)
    -6.8	6.7	-4.5	2.7	-0.7	-8.6	-0.6	-5.6	2.2	-5.3
> COc1cc(OC)nc(NC(=O)CCl)n1
    -0.7	-0.7	0.9	-0.4	2.5	-0.1	1.6	-11.9	-1.9	0.4
> CCOCCCNC(=O)c1ccccc1OC1CCN(S(C)(=O)=O)CC1
    3.4	-3.4	3.7	-4.7	-3.2	1.9	-2.4	-10.9	2.4	5.8
> CCOC(=O)[C@]12CCCC=C1N(Cc1ccc(OC)cc1)C(=O)[C@@H]2CC(=O)N1CCN(C(=O)c2ccco2)CC1
    -5.8	3.7	1.8	/	2.9	/	3.3	-6.3	0.8	2.2
> O=C(CSc1ccc(C(F)(F)F)cc1[N+](=O)[O-])Nc1ccccc1
    -0.8	1.1	4.5	-1.2	-1.7	-7.8	-3.7	-9.4	-2.8	-1.8
> COc1ccc(S(=O)(=O)N2CCCCCC2)cc1C(=O)N(C)CC(=O)Nc1c(Cl)cccc1Cl
    5.7	-3.8	-3.0	-6.0	3.6	5.4	10.3	-4.9	-3.3	-0.5
> COc1ccc(-n2c(=O)c3ccccc3n(CC(=O)NC3CCCC3)c2=O)c(OC)c1
    -2.4	-3.1	2.1	-1.8	-2.9	-1.3	0.6	2.2	1.7	1.6
> COc1ccc2c(c1)[C@@]1(OCCC=C[C@H]1C)C(=O)N2CC1CC1
    7.3	0.3	5.1	4.6	-3.4	/	-6.3	3.2	4.8	0.0
> Nc1nc(N2CCOCC2)cc(=O)[nH]1
    -3.6	0.1	0.2	-1.2	1.2	1.7	-3.4	-12.3	-6.8	1.7
> CC(C)c1ccc(NC(=O)C2=NNC(=O)CC2)cc1
    -7.0	-4.7	-6.0	-2.6	5.3	8.2	1.2	-4.8	2.5	-1.1
> COc1ccc(CN(C)S(=O)(=O)c2nnc(NC(=O)c3ccccc3OC)s2)cc1OC
    -8.5	15.4	-1.1	1.8	-2.7	-1.8	-2.5	15.4	0.6	3.9

# In the list so far, two have a nitro group on carbon:
# Under each structure – SIAE inh	rCAG RNA binder	LEDGF integ inh	TCR-CD3 inh	PRMT1 inh	HTRA1 inh	MBD2 DNA inh	TDP2 inh	mABHD4 FP	GC-B act
> Cc1ccc(/C=N\NC(=O)c2cc([N+](=O)[O-])cc([N+](=O)[O-])c2)o1
    2.5	4.2	0.0	4.8	-0.1	12.5	-0.2	1.8	12.3	1.5
> O=C(CSc1ccc(C(F)(F)F)cc1[N+](=O)[O-])Nc1ccccc1
    -0.8	1.1	4.5	-1.2	-1.7	-7.8	-3.7	-9.4	-2.8	-1.8

# The listing continues:
# Under each structure – SIAE inh	rCAG RNA binder	LEDGF integ inh	TCR-CD3 inh	PRMT1 inh	HTRA1 inh	MBD2 DNA inh	TDP2 inh	mABHD4 FP	GC-B act
> CCC(CO)Nc1cccc2c1S(=O)(=O)N(Cc1cn(Cc3ccc(C(F)(F)F)cc3)nn1)Cc1ccccc1O2 (centres undefined)
    0.6	2.5	4.0	/	0.9	/	7.3	-2.4	-8.7	1.1
> CCOC(=O)CCC(=O)Nc1cccc([N+](=O)[O-])c1
    5.2	3.7	2.5	4.3	-2.3	6.2	-0.3	4.5	0.7	0.9
> O=C(CNc1cccc(S(=O)(=O)N2CCOCC2)c1)N1CCc2ccccc21
    2.2	1.9	2.9	-1.4	2.0	7.8	2.0	-3.3	4.2	9.0
> O=C(Nc1nc(-c2ccccc2)c(-c2ccccc2)s1)c1ccc(S(=O)(=O)N2CCCC2)cc1
    -1.6	5.0	-1.1	6.0	-1.4	-2.2	-0.3	-3.0	-1.6	1.0
> Cc1cc(NC(=O)c2ccc(Cn3cc([N+](=O)[O-])cn3)o2)no1
    -1.4	1.8	0.8	-3.5	-0.7	5.7	-2.0	-2.5	3.3	0.9
> COc1cc(C=Nn2c(-c3ccccc3F)n[nH]c2=S)ccc1OCc1ccccc1
    3.7	53.0*	0.7	/	18.9	/	0.9	11.6	-9.1	3.9
> Cc1ccc(S(=O)(=O)N(C)c2ccc(C(=O)NCC(c3cccs3)N3CCOCC3)cc2)cc1 (centres undefined)
    -1.5	-6.4	2.1	10.5	0.1	1.1	7.0	-1.1	1.6	4.6
> Cc1c(/C(O)=C2/C(=O)C(=O)N(CCN3CCOCC3)C2c2cccs2)cnn1-c1ccccc1 (centres undefined)
    2.7	4.6	1.4	-5.4	6.7	-1.8	0.8	1.2	2.3	7.7
> Cc1nonc1CN(C)C(=O)CC1C(=O)NCCN1Cc1ccccc1F (centres undefined)
    7.0	-1.6	-0.2	1.0	1.2	4.2	-7.0	1.6	1.3	7.8
> CCN(CC)S(=O)(=O)c1ccc(N/N=C/c2ccc(O)cc2O)nc1
    12.5	7.3	-10.7	-4.5	3.2	5.2	-0.3	-11.6	17.6	-2.9
> COc1cccc(C(NC(C)=O)c2nc(-c3ccc4ccccc4c3)cs2)c1 (centres undefined)
    -22.7	4.4	5.4	-1.1	-0.7	/	0.1	-6.0	-50.9	1.6
> CCOc1ccc(C(=O)NC2C(=O)N3C(C(=O)O)=C(COC(C)=O)CSC23)cc1OCC (centres undefined)
    -0.8	14.5	-1.3	5.2	26.7*	3.4	0.6	2.0	9.3	0.6
> COc1ccc(C(CNC(=O)C2CC2)N(C)C)cc1 (centres undefined)
    4.5	-4.2	-2.8	2.6	0.8	1.0	3.7	3.3	13.3	-6.8
> O=C(NC(=S)NNC(=O)c1ccc(Cl)cc1Cl)c1cccnc1
    5.1	-0.9	-2.0	14.8	3.0	-2.0	-1.2	-6.3	-4.6	4.4
> COc1ccc(CN2C[C@@H](CO)O[C@@H](n3cnc4c(N5CCN(c6ccccc6)CC5)ncnc43)C2)cc1
    -0.4	5.5	0.2	-1.5	-0.3	/	-5.0	4.4	-2.3	-3.7
> O=C(Nc1ccccc1)c1cc(S(=O)(=O)N2CCOCC2)cs1
    0.5	-4.0	0.2	-4.8	-3.2	-8.0	4.1	4.2	4.3	6.1
> CSc1nc(N)nc2c1ncn2CC(=O)NCCCN1CCCC1=O
    4.5	0.1	-0.5	0.9	-0.6	-1.4	0.3	2.4	7.6	-1.8
> CC1(c2ccc(Cl)cc2Cl)OCC(Cn2ccnc2)O1 (centres undefined)
    5.8	-2.3	-0.3	4.7	2.5	-0.8	5.1	-2.9	6.7	-1.1
> C=CCNC(=O)/C(=C\c1ccco1)NC(=O)c1ccco1
    2.5	-1.2	-3.6	4.8	4.3	-1.7	5.0	4.0	6.4	0.2
> Nc1ccc(S(=O)(=O)NCC2CCCCO2)cc1 (centres undefined)
    -3.4	0.0	-1.3	-8.1	2.6	2.6	2.7	-5.2	3.8	2.3
> COc1ccc(-c2c(-c3cc(OC)cc(OC)c3)n(C)c3ccc(-c4ccc(OC)c(F)c4)cc23)cc1
    2.0	9.4	-1.8	2.0	0.1	-1.8	4.8	-13.6	3.5	4.7
> Cc1ccc(CNC(=O)COC(=O)c2ccc(S(=O)(=O)N(C)C)cc2)cc1
    4.6	-1.1	2.4	5.0	1.2	-8.2	2.8	13.0	6.2	2.2
> O=C(c1cn(-c2ccccc2)nc1-c1ccc(Cl)s1)N1CCOCC1
    1.4	-5.3	-0.3	3.5	-3.3	-19.5	2.2	1.8	-10.6	-10.4

# The list is partial (hit frequency here may not be typical).
